Fh CTSL1 inh = counter-screen for PFM18AAP inhibitors: inhibitors of F. hepatica cathepsin L1; recombinant F. hepatica cathepsin L1, Z-Leu-Arg-MCA fluorescence; inhibition, % at 5.96 µM; 0.49% of 300,000 active; AID 1906;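 active = inhibition above the mean of all tested compounds plus 3 SD, set per screening campaign, cut at about 17% in these data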;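 note: 0% = plate median of test compound wells and 100% = 1 µM Z-Phe-Ala-diazomethylketone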
LYPLA2 inh = blocks human lysophospholipase 2, a PME1 counter-screen | O95372 | recombinant LYPLA2, FP-Rh probe fluorescence polarization | inhibition, % at 5.9 µM | 0.38% of 320,000 active;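 active = inhibition above the screen-wide mean plus 3 SD, limit set per campaign, cut at about 26% in these data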;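 note: 0% = LYPLA2 with DMSO and 100% = wells lacking LYPLA2 enzyme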
Target sequence (O95372 whole entry, looked up): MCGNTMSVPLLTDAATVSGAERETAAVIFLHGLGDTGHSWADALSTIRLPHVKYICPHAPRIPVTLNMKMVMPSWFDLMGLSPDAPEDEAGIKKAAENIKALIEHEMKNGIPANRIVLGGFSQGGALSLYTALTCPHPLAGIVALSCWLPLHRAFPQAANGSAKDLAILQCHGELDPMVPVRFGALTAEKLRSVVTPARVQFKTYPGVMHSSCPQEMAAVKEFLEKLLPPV
core dimer inh = blocks dimerization of HCV core protein; TR-FRET GST/Flag-core106 dimerization, 1536-well; inhibition, % at 5 µM; 0.33% of 300,000 active;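 active = inhibition above the mean of all tested compounds plus 3 SD, set per screening campaign, cut at about 45% in these data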
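Assay system – GST-tagged and Flag-tagged HCV core protein residues 1-106 · Quantity – core106 proteins, GST 13.5 nM and Flag 17 nM · Benchmarks – unlabelled core106 and no-GST-core106 wells · Read-out basis – percent inhibition of core106 dimerization signal · Detection – time-resolved FRET, ex 340 nm, em 617 and 671 nm · Schedule – 4 h at 22.5 °C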
TPT1 inhibitor = C. albicans TPT1 enzyme inhibition; recombinant caTPT1, FP RNA substrate dephosphorylation; inhibition, % at 5 µM; 0.81% of 300,000 active;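 active = inhibition above the mean of all tested compounds plus 3 SD, set per screening campaign, cut at about 24% in these data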;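 note: plate controls were DMSO alone for no effect and ferristatin control at 100 nM for full effect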
PREPL inhibitor = human PREPL enzyme inhibition. Q4J6C6. inhibition, % at 5.96 µM. 0.68% of 320,000 active. recombinant PREPL, fluorescence polarization activity-based probe; in the data active = inhibition above about 43%;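 note: 0% = enzyme with DMSO and 100% = wells lacking enzyme; many of its hits are not listed in these tables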
PP5 primary = PP5 (human) phosphatase inhibition; P53041; purified PP5c, OMFP substrate fluorescence; AID 1987; inhibition, % at 6.7 µM; 0.18% of 320,000 active;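 active = inhibition above the campaign's mean inhibition across all tested compounds plus 3 SD, cut at about 9.5% in these data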;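 note: 0% = DMSO only and 100% = 100 µM cantharidin control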
Target sequence (P53041 whole entry, looked up): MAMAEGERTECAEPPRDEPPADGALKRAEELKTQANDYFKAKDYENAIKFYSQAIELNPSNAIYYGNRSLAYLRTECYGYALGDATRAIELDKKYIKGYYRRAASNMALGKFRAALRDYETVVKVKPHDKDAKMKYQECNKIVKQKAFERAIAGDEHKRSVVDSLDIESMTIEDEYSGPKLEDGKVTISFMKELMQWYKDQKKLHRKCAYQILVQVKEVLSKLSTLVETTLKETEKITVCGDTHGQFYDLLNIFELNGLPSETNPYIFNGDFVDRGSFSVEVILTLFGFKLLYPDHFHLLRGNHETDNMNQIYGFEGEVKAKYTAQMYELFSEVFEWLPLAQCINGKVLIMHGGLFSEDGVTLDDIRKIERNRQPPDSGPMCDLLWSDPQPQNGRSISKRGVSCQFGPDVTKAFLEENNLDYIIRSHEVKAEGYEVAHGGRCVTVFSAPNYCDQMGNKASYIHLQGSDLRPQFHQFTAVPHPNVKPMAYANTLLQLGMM
JMJD2C inh = inhibitors of human GASC-1 (JMJD2C) demethylase; Q9H3R0; GST-JMJD2C(1-420) H3K9me3 demethylation, DELFIA europium; inhibition, % at 2.35 µM; 0.069% of 330,000 active; AID 2099;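 active = more than half of a compound's replicate wells show inhibition beyond 50%, single wells judged on their own value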;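 note: signal counts dimethyl H3K9 product captured on neutravidin plate; 0% = median of DMSO wells and 100% = 0.3 times that DMSO median; strong numbers were not always called active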
PP1 counter = PP1-alpha (human) inhibition in PP5 counter-screen | P62136 | purified PP1alpha, OMFP fluorescence | inhibition, % at 6.7 µM | 0.9% of 320,000 active;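 active = inhibition above the mean inhibition of all tested compounds plus 3 SD, computed separately for each screening campaign, cut at about 15% in these data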
Target sequence (P62136 whole entry, looked up): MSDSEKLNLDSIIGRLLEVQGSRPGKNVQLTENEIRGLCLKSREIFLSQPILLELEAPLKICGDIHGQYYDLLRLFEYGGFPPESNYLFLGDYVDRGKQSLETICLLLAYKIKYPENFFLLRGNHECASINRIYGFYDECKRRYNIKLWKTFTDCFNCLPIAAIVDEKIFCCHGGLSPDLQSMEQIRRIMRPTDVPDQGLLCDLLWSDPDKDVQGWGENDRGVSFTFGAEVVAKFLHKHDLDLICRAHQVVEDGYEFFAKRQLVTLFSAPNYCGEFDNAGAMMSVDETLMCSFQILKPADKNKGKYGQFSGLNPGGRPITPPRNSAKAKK
Efflux pump inh = inhibitors of Candida antifungal efflux pumps expressed in yeast; 0.44% of 330,000 active; AID 485275; inhibition, % at 10 µM; S. cerevisiae Candida pump triplex, Nile Red efflux;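 active = plate passing quality check with inhibition over a set limit, or well fluorescence over plate mean plus 4 SD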;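 note: Nile Red retained in pooled yeast measured as flow cytometry median fluorescence; 0% = buffer negative control and 100% = Enniatin B positive control; higher means more Nile Red kept so more efflux inhibition; some compounds called inactive have numbers as strong as hits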
The depositor's hits bear a star; . = no result given; & = joins results of further samples. Some of the compounds tested; rates above refer to the full screens.

No.	SMILES	Fh CTSL1 inh	LYPLA2 inh	core dimer inh	TPT1 inhibitor	PREPL inhibitor
1	Cc1cccc(N(CC(=O)NC(C)(C)C)C(=O)CNC(=O)c2cccs2)c1C	9	-5	8	-3	14
2	CCN(CC)Cc1nc2sc(C)c(C)c2c(=O)[nH]1	3	-2	0	-2	10
3	CC1CC(C)CN(CCOc2cccc(Cl)c2Cl)C1 (configuration not stated)	3	-4	4	-3	5
4	COc1ccc(N(C(C)=O)C2C=CS(=O)(=O)C2)c(OC)c1 (configuration not stated)	-2	0	2	-1	10
5	O=C(Cn1cnc2cc([N+](=O)[O-])ccc2c1=O)NC(c1ccccc1)c1ccccc1	-2	5	9	-1	7
6	O=C(NCCc1ccccc1)C1CCC(Cn2c(=O)c3ccccc3n(Cc3cccnc3)c2=O)CC1 (configuration not stated)	9	6	13	2	41
7	C[C@@H]1[C@@H](Sc2ccccc2)CC(=O)O[C@@H]1c1ccc(-c2ccccc2)cc1	-9	-2	1	-3	-11
8	CN(C)c1nc(N)c2ncc(=S)[nH]c2n1	10	3	-5	-7	4
9	Cc1nn(C)c(C)c1S(=O)(=O)N1CCC(C(=O)Nc2ccc3c(c2)OCCO3)CC1	-5	-1	7	-3	9
10	COCC1CCN(Cc2c(C(=O)N3CCN(C4CCCCC4)CC3)nc3ccccn23)C1 (configuration not stated)	3	0	-11	-12	15
11	CC(=O)N(c1ccc(Cl)cc1)c1nc(C)cc(C)c1C#N	14	2	1	-4	7
12	CC1=C(C(=O)OCC2CCCO2)C(c2ccccc2)NC(=O)N1 (configuration not stated)	-1	-4	-1	2	-2
13	COc1ccc(-c2coc3cc4oc(=O)cc(-c5ccccc5)c4cc23)cc1F	2	0	21	-1	-1
14	NNC(=O)c1ccc(Oc2cc(Cl)cc(Cl)c2)o1	-5	6	-4	-2	20
15	O=C(NCc1ccc(Cl)cc1)C1CCN(c2nnc(N3CCCC3=O)s2)CC1	0	-1	4	1	10

No.	PP5 primary	JMJD2C inh	PP1 counter	Efflux pump inh
1	-2.2	-9	3	-0.1
2	-1.9	6	2	-0.1
3	-0.6	14	0	-0.1
4	1.0	-10	-2	0.1
5	-0.2	0	2	0.1
6	2.3	3	-1	0.0
7	-2.9	18	5	0.3
8	2.5	-8	-3	-0.1
9	2.7	-1	-8	0.1
10	2.2	4	-1	0.1
11	-7.2	0	1	-0.1
12	-0.8	4	-2	0.0
13	1.2	-9	-1	0.0
14	4.5	3	-1	0.1
15	2.7	-3	-3	0.0

The last five records of the section above open the next one:
No.	SMILES	Fh CTSL1 inh	LYPLA2 inh	core dimer inh	TPT1 inhibitor	PREPL inhibitor
11	CC(=O)N(c1ccc(Cl)cc1)c1nc(C)cc(C)c1C#N	14	2	1	-4	7
12	CC1=C(C(=O)OCC2CCCO2)C(c2ccccc2)NC(=O)N1 (configuration not stated)	-1	-4	-1	2	-2
13	COc1ccc(-c2coc3cc4oc(=O)cc(-c5ccccc5)c4cc23)cc1F	2	0	21	-1	-1
14	NNC(=O)c1ccc(Oc2cc(Cl)cc(Cl)c2)o1	-5	6	-4	-2	20
15	O=C(NCc1ccc(Cl)cc1)C1CCN(c2nnc(N3CCCC3=O)s2)CC1	0	-1	4	1	10
16	CCOc1ccc2nc(N3CCC(C(=O)N4CCN(C5CCCCC5)CC4)CC3)sc2c1	3	-3	-5	1	7
17	CNC(=O)CS(=O)(=O)CC(=O)Nc1cc(OCCOC)c(Cl)cc1Cl	-1	3	-1	1	8
18	Cc1c(C(=O)N2CCCCC2)c(S(=O)(=O)N2CCc3ccccc32)c(C)n1C	-3	-2	-1	-4	10
19	COc1cccc2c3c(c(C)nc12)CCN3c1ccccc1	0	0	-8	-2	30
20	Cc1ccc(CCN2CC(C(=O)NCCCN(C)Cc3ccccc3)CC2=O)cc1 (configuration not stated)	-2	-8	-3	4	0
21	COc1cccc(/C=N\NC(=O)C2=NNC(=O)C2C)c1O (configuration not stated)	-1	-5	-10	0	0
22	O=C1CN(C(=O)COC(=O)CCS(=O)(=O)c2ccccc2)c2ccccc2N1	.	1	.	.	3
23	COC(=O)c1sccc1OC(C)C(C)=O (configuration not stated)	0	3	-2	-1	0
24	CC(C)c1ccc(NC(=O)C2CCCN(S(=O)(=O)c3cnc[nH]3)C2)cc1 (configuration not stated)	-1	-3	7	-5	2
25	COc1ccc(OC(C)C(=O)NC(C)c2ccccc2)cc1 (configuration not stated)	7	0	1	3	0
26	CN(C)S(=O)(=O)c1cccc(NC(=O)COC(=O)/C=C/c2cccs2)c1	-10	-2	1	-2	2
27	O=C(NNc1nc(-c2ccccc2)cs1)c1ccccc1	-3	-5	8	2	3
28	c1ccc(Cc2cc[n+](Cc3ccccc3)cc2)cc1	1	-9	0	0	31
29	COc1ccc2c(c1)N(C)C(=O)CC(c1ccccc1)=N2	-2	2	-4	-2	-10
30	O=C(NCc1ccccc1)C1CCCN(C(=O)Nc2ccccc2)C1 (configuration not stated)	-7	7	-8	1	-3

No.	PP5 primary	JMJD2C inh	PP1 counter	Efflux pump inh
11	-7.2	0	1	-0.1
12	-0.8	4	-2	0.0
13	1.2	-9	-1	0.0
14	4.5	3	-1	0.1
15	2.7	-3	-3	0.0
16	-0.7	-20&-6	-1	0.2
17	-2.2	1	-3	0.0
18	-1.6	-22	-3	-0.1
19	1.3	-8	0	-0.1
20	2.6	-2	1	0.0
21	-2.0	19	2	-0.1
22	-1.6	-1	0	0.1
23	0.4	-14	5	0.0
24	2.1	2	0	0.0
25	1.2	2	3	0.3
26	-0.8	10	0	-0.2
27	0.3	4	3	-0.1
28	-1.5	2	-1	-0.2
29	2.6	27	-4	-0.1
30	1.3	-3	-4	0.0

Results in sequence from the list.
Nos. 18–27 in LYPLA2 inh, in turn: -2, 0, -8, -5, 1, 3, -3, 0, -2, -5
Nos. 18–27 in PP1 counter, in turn: -3, 0, 1, 2, 0, 5, 0, 3, 0, 3
Nos. 18–27 in core dimer inh, in turn: -1, -8, -3, -10, ., -2, 7, 1, 1, 8

Following part.
No.	SMILES	Fh CTSL1 inh	LYPLA2 inh	core dimer inh	TPT1 inhibitor	PREPL inhibitor
31	C=CCn1c(SCC(=O)NC(=O)NCCC)nnc1C1CCCCC1	-4	1	-2	-3	15
32	CCCn1nnc(NC(=O)C(c2ccccc2)c2ccccc2)n1	-1	9	-3	0	-2
33	Cc1cc(NC(=O)CN2C(=O)/C(=C/c3ccccc3F)SC2=S)no1	1	-17	9	3	-23
34	COc1ccc(-c2cc(CCCC(=O)N3CCN(c4ccc(OC)cc4)CC3)no2)cc1	0	12	15	-2	8
35	CC(CC(=O)Nc1nnc(CC(C)(C)C)s1)c1ccccc1 (configuration not stated)	-1	-5	8	-2	3
36	O=c1cc(C(F)(F)F)nc(SC/C=C/c2ccccc2)[nH]1	1	6	5	-1	0
37	Cc1sc2ncnc(NCC3CCCO3)c2c1C (configuration not stated)	1	-3	-3	-2	-3
38	COC(=O)/C(=C/c1c[nH]c2ccccc12)NC(C)=O	2	6	-12	-1	11
39	CC(=O)c1ccc(NC(=O)NNS(=O)(=O)c2ccc([N+](=O)[O-])cc2)cc1	2	-4	2	0	-2
40	CN(C)c1cccc(C(=O)Nc2cccc(S(=O)(=O)NC3=NCCC3)c2)c1	-1	5	-2	0	5
41	CCCNC(=O)COc1coc(CN2CCN(Cc3ccccc3)CC2)cc1=O	3	3	-9	-4	6
42	CC(C)NCC(O)COCCOc1ccc(Br)cc1 (configuration not stated)	0	-5	-1	3	10
43	CCc1nnc(NC(=O)c2cnccn2)s1	6	8	4	-5	-1
44	Cc1ccc([N+](=O)[O-])cc1NC(=O)c1ccc2c(c1)OCO2	0	1	-4	0	-2
45	Cc1nnc(SCC(=O)Nc2ccc(S(=O)(=O)N3CCCC3)cc2)n1N	-2	-7	-7	-1	11

No.	PP5 primary	JMJD2C inh	PP1 counter	Efflux pump inh
31	-1.0	-1	-5	0.5
32	1.8	-7	0	0.1
33	2.9	-25	2	-0.3
34	1.3	-1	0	0.0
35	-1.8	-11	-3	0.0
36	-0.3	-2	4	-0.4
37	-0.3	19	2	-0.1
38	2.2	-45	1	-0.3
39	2.1	-4	-2	0.0
40	2.9	-16	-3	0.1
41	-0.3	19	-1	0.0
42	-2.4	9	-4	0.1
43	-2.5	-28	-5	-0.2
44	3.3	13	-4	1.1
45	0.4	-10	-9	0.0

Following part:
No.	SMILES	Fh CTSL1 inh	LYPLA2 inh	core dimer inh	TPT1 inhibitor	PREPL inhibitor
46	COc1ccc(N2C(=O)c3ccccc3NC2c2ccc(NC(C)=O)cc2)c(OC)c1 (configuration not stated)	-4	2	0	1	9
47	Cc1nn(C)c(C)c1CN(C(=O)C1CCC(=O)N(C2CCCCCC2)C1)C(C)C (configuration not stated)	-2	-1	-4	-3	2
48	CSc1ccc(C2(O)Cc3cccc[n+]3C2c2ccccc2)cc1 (configuration not stated)	2	1	3	-3	2
49	CCOC(=O)[C@H]1[C@H]2COc3cc(OC)ccc3[C@@H]2N2C(=O)c3ccc(C)cc3NC(=O)[C@@]12C	-7	-8	8	-1	-8
50	CCOC(=O)COc1c(/C=N\O)cc(Cl)cc1OC	2	3	4	0	-6
51	CCn1c(CN2CCN(C(=O)c3ccco3)CC2)nc2c1c(=O)n(C)c(=O)n2C	-2	14	-2	0	17
52	Cc1ccc(-c2cc(C(=O)N/N=C\c3cnn(C)c3C)c3ccccc3n2)cc1C	1	-15	1	2	-13
53	Cc1ccc(NC2CCCN(C(=O)c3ccccc3-c3ncc[nH]3)C2)cc1C (configuration not stated)	-1	1	-8	-3	29
54	Clc1ccc2nncn2n1	1	-2	9	0	12
55	CCOC(=O)c1cc(C)nc(N2CCCCC2)c1C#N	-2	1	0	-1	2

No.	PP5 primary	JMJD2C inh	PP1 counter	Efflux pump inh
46	-2.0	13	-1	0.1
47	-0.1	-14	0	-0.1
48	-3.8	-27	-3	-0.1
49	3.5	4	3	.
50	2.2	3	-5	0.0
51	0.4	-5	-6	0.4
52	1.6	0	0	0.1
53	3.8	3	0	0.0
54	0.5	-3	-6	-0.1
55	-3.5	8	-6	0.1

Four entries from above in another layout:
[49] CCOC(=O)[C@H]1[C@H]2COc3cc(OC)ccc3[C@@H]2N2C(=O)c3ccc(C)cc3NC(=O)[C@@]12C
  Fh CTSL1 inh = -7
  LYPLA2 inh = -8
  core dimer inh = 8
  TPT1 inhibitor = -1
  PREPL inhibitor = -8
  PP5 primary = 3.5
  JMJD2C inh = 4
  PP1 counter = 3
  Efflux pump inh = .

[50] CCOC(=O)COc1c(/C=N\O)cc(Cl)cc1OC
  Fh CTSL1 inh = 2
  LYPLA2 inh = 3
  core dimer inh = 4
  TPT1 inhibitor = 0
  PREPL inhibitor = -6
  PP5 primary = 2.2
  JMJD2C inh = 3
  PP1 counter = -5
  Efflux pump inh = 0.0

[51] CCn1c(CN2CCN(C(=O)c3ccco3)CC2)nc2c1c(=O)n(C)c(=O)n2C
  Fh CTSL1 inh = -2
  LYPLA2 inh = 14
  core dimer inh = -2
  TPT1 inhibitor = 0
  PREPL inhibitor = 17
  PP5 primary = 0.4
  JMJD2C inh = -5
  PP1 counter = -6
  Efflux pump inh = 0.4

[52] Cc1ccc(-c2cc(C(=O)N/N=C\c3cnn(C)c3C)c3ccccc3n2)cc1C
  Fh CTSL1 inh = 1
  LYPLA2 inh = -15
  core dimer inh = 1
  TPT1 inhibitor = 2
  PREPL inhibitor = -13
  PP5 primary = 1.6
  JMJD2C inh = 0
  PP1 counter = 0
  Efflux pump inh = 0.1

High-throughput results as filed in PubChem BioAssay.
